IL-2 act: qHTS of IL-2 Activators | IL-2 activation reporter assay, cell-based qHTS; stimulated with anti-CD3/CD4/CD28 beads; in transgenic mouse T cells | activation, % (series mostly up to about 46 µM) | 360,000 tested, 0.065% active; in the data active means activation above about 50%; inconclusive means mostly about 30% to 49%; further: 0% is about no effect
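Using fluorescent plate cytometry, EGFP and DsRed are detected in transgenic mouse T cells stimulated 18 h at 37 degrees C with antibody-coated beads after 60 min compound pretreatment.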
GLP-1R agonist: qHTS of GLP-1 Receptor Agonists | Potency, µM (titrated, usually from 45.6 µM), inactives show at the top dose activation, most hits filed as activators | 380,000 tested, 0.007% active | AID 624172, 2012 | HEK293 GLP-1R CRE-luciferase, luminescence, 4-6 h; cells express a hypersensitive GLP-1R form; further: potency means the concentration at half of the fitted maximal effect; % of control where 0% means no effect
PTHR1 agonist: qHTS for PTHR1 Agonists: Primary Screen; HEK293 GP2 PTHR1 cells, GloSensor cAMP luminescence, 1 h; Potency, µM (highest dose often 115 µM), without a hit: top-dose activation, most hits filed as activators; 410,000 tested, 0.075% active; further: potency means the concentration at half of the fitted maximal effect; nearly all actives have a fitted effect of over 55% in size; some results filed as inactive show a strong effect at the top dose; inactives centre near -15; many of its hits are not listed in these tables
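HEK-293-derived GP2 cells expressing PTHR1 and a GloSensor cAMP reporter, 3,000/well, plated overnight, given luciferin plus IBMX (each 0.5 mM as added) for 1 h at 37 °C, then compound for 1 h at 37 °C. Luminescence was read after 15 min at room temperature.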
PI5P4Ka inh: qHTS for Inhibitors of phosphatidylinositol 5-phosphate 4-kinase (PI5P4K) | 330,000 tested, 1.2% active | AID 652105, 2013 | PI5P4Kalpha enzyme, ADP-Glo luminescence, 60 min; stronger effect = lower value | max response, % | Phosphatidylinositol 5-phosphate 4-kinase type-2 alpha (Homo sapiens), P48426; active means max response of -50% or lower; inconclusive means between -30% and -50%; inactive means -30% or higher; further: value at the top dose of about 77 µM; on the % scale 0 is the no-effect control and ±100 the full control effect
Target sequence (P48426 whole entry, looked up): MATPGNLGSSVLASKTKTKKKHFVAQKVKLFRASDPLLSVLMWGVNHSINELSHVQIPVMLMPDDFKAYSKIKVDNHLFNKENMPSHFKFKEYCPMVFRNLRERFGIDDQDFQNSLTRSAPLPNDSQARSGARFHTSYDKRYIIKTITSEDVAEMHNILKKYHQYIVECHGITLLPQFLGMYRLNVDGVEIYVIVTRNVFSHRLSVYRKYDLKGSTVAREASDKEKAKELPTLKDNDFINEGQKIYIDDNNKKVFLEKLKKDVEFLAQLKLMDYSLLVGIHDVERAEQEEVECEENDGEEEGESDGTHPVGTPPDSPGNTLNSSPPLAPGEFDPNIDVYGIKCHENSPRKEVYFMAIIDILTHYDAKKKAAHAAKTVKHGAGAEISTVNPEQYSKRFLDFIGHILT
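Enzyme plus substrate dispensed, test compounds pinned in, then ATP (5 microM final) added. After 60 min at RT, ADP-Glo reagent 1 for 45 min and reagent 2 for 30 min preceded luminescence imaging.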
EPAC1 agonist: qHTS for Agonist of cAMP-regulated guanine nucleotide exchange factor 3 (EPAC1): primary screen. Rap guanine nucleotide exchange factor 3 (Homo sapiens), O95398. EPAC1 agonist qHTS, biochemical assay; response scale: 100% = response to 6.5 mM cAMP. Potency, µM (top dose mostly 154 µM), for the others: at the highest dose activation, usual class: activators. 360,000 tested, 0.073% active; further: potency means the concentration at half of the fitted maximal effect; nearly all actives have a fitted effect of over 60% in size
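Read-out is the fluorescence drop as BODIPY-GDP leaves Rap1B (480 nm excitation, 540 nm emission), recorded every 5 minutes over 30 minutes. Reactions held 100 nM EPAC1, 250 nM Rap1B–BODIPY-GDP and 50 uM GDP, with 6.5 mM cAMP setting full activation.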
PLK1 PBD block: qHTS for Inhibitors of PLK1-PDB (polo-like kinase 1 - polo-box domain): Primary Screen; 360,000 tested, 2.8% active; Plk1 PBD binding of FITC phosphopeptide, fluorescence polarization; Potency, µM, without a hit: max response, negative = inhibition, usual class: inhibitors; further: potency means the concentration at half of the fitted maximal effect; series mostly up to about 57 µM; on the % scale 0 is the no-effect control and ±100 the full control effect; nearly all actives have a fitted effect of over 65% in size
Target sequence (P53350 whole entry, looked up, the tested form may be a part): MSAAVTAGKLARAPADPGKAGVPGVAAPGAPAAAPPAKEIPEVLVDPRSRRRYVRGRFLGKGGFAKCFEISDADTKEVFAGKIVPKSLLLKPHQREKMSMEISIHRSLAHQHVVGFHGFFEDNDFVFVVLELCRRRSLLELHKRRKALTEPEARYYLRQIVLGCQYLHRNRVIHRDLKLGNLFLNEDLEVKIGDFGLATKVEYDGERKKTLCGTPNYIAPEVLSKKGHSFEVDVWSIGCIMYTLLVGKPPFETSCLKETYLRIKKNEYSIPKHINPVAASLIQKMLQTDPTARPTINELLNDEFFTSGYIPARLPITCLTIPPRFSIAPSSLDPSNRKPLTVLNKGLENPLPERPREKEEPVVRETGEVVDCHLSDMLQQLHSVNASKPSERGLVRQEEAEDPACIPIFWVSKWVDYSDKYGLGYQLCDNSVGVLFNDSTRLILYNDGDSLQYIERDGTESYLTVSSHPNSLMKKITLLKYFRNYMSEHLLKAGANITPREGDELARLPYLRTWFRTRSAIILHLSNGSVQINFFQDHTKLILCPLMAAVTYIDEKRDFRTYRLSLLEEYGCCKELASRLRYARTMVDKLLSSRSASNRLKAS
GLP1R inv ag: qHTS of GLP-1 Receptor Inverse Agonists (Inhibition Mode) | AID 624417, 2012 | 410,000 tested, 1.6% active | HEK293 GLP-1R CRE-luciferase, luminescence, 24 h; GLP-1R form is constitutively active | Potency, µM (highest dose often 38.3 µM), for inactives: at the top dose activity change, negative = inhibition, most hits filed as inhibitors | Glucagon-like peptide 1 receptor (Homo sapiens), P43220; further: potency means the concentration at half of the fitted maximal effect; on the % scale 0 is the no-effect control and ±100 the full control effect; nearly all actives have a fitted effect of over 55% in size
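Seeding at 200 cells/uL, 12 h culture, 24 hr compound treatment, then luciferase reagent and a luminescence read; cells are HEK293 stably expressing a constitutively active GLP-1R plus cAMP-responsive luciferase.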
EPAC1 antag: qHTS for Antagonist of cAMP-regulated guanine nucleotide exchange factor 3 (EPAC1): primary screen | Potency, µM (series often up to 115 µM), for inactives: at the top dose activity change, negative = inhibition, hits mostly inhibitors | 360,000 tested, 0.14% active | AID 720709, 2013 | EPAC1 GEF assay, Rap1b-BODIPY-GDP exchange fluorescence;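 further: potency means the concentration at half of the fitted maximal effect; plate controls were vehicle for no effect and positive control for full effect; nearly all actives have a fitted effect of over 50% in size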
HEK293 tox: qHTS of GLP-1 Receptor Inverse Agonists: Cytotox Screen. HEK293 cAMP-luciferase reporter cells, luminescence, 24 h. Potency, µM (top dose mostly 38.3 µM), for inactives: top-dose activity change, negative = inhibition, hits mostly inhibitors. 410,000 tested, 0.13% active. AID 624418, 2012;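 further: loss of luciferase light is scored as toxicity; potency means the concentration at half of the fitted maximal effect; on the % scale 0 is the no-effect control and ±100 the full control effect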
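Quantitative HTS format, 1536 wells, 200 cells/uL seeded. Compounds: 23 nL, 24 h, 37 °C. Detection: luciferase reagent, luminescence at 12 min RT; decreased signal taken as cytotoxic.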
Numbers without * were called inactive; i = inactive; ? = inconclusive; / = no result given; & = joins results of further samples; [ ] = dose if it differs, or a comment. Unless noted, the call rests on the fitted dose curve; in most records, active means well fitted curve in the direction sought with a large enough effect; inconclusive means small, poorly fitted or top-dose-only effect, or another doubt; inactive means no such curve, though single readings can be large; an effect the other way counts as inactive or inconclusive.

SMILES	IL-2 act	GLP-1R agonist	PTHR1 agonist	PI5P4Ka inh	EPAC1 agonist	PLK1 PBD block	GLP1R inv ag	EPAC1 antag	HEK293 tox
C#CCOCCOCCOCCNc1nc(N2CCN(C(=O)CCCCCCCCCCNC(=O)[C@H]([C@@H](C)CC)n3cc(CCCCCN)nn3)CC2)nc(N2CCN(C(=O)CCCCCCCCCCNC(=O)[C@H](CO)n3cc(CCCCCN)nn3)CC2)n1	-2.3	6%	-33%[inhibitor]	-50*	-13%	-3%	2%	-11%	1%
CC(C)c1ccc(OCC(=O)Nc2c3c(nn2C(C)(C)C)CS(=O)(=O)C3)cc1	-5.6	-3%	-88%[inhibitor]	11	-5%	-3%	3%	-15%	8%
COc1cccc(OC)c1C(=O)NC(=S)Nc1ccc2oc(=O)ccc2c1	-2.2	-1%	i	3	-2%	-9%	15%	11%	-6%
COc1ccc(/C=C(\C#N)C(=O)c2cccn2C)cc1	-0.5	-5%	-58%[inhibitor]	0	-6%	-10%	15%	-3%	-4%
O=C(NCCc1ccccc1)c1ccc2c(c1)N(Cc1ccc(Cl)cc1)C(=O)CS2	/	-6%	-39%	/	/	/	?	/	-2%
Cc1nc2c(-c3ccc(F)cc3)c(C)nn2c(C)c1CCC(=O)NCc1ccc(F)cc1	/	0%	0%	/	/	/	9%	/	7%
O=C(NCc1cccs1)NC1CCCCC1	0.6	-1%	i	3	4%	4%	-16%	-3%	5%
CCc1nnc(NC(=O)CSc2nc3ccccc3s2)s1	0.5	4%	i	-8	0%	?	-19%	-1%	2%
CC(=O)N1CCN(S(=O)(=O)c2cccc(C(=O)NNC(=O)c3ccc(Br)cc3)c2)CC1	0.6	-3%	i	0	-1%	5%	-7%	-2%	-16%
N#Cc1ccc(NC(=O)Nc2ccc(Cl)cc2)cc1	-2.6	-22%	-25%	0	0%	-11%	6.3µM*	-17%	-26%
COc1ccc(N2CCN(CCCNC(=O)CCC(=O)N3CCOc4ccc(Cl)cc43)CC2)cc1	-1.6	-6%	-10%	1	-6%	-10%	?	-2%	2%
COc1cc(C)ccc1OCC(=O)Nc1ccccc1N1CCOCC1	0.9	0%	i	3	3%	-9%	-23%	-16%	-2%
Cc1ccc(CNC(=O)CCc2nnc3n(C)c(=O)c4sccc4n23)cc1	/	1%	-17%	/	/	/	5%	/	0%
CCOc1ccc(NC(=O)COc2ccc(C(=O)NC(C)c3ccc(S(N)(=O)=O)cc3)cc2OC)cc1 (stereo not drawn)	-2.1	3%	-16%	-5	-10%	4%	6%	4%	6%
O=C1CCCC2=C1C(c1ccc(Cl)cc1)C1C(=O)c3ccccc3C1=N2 (stereo not drawn)	-2.5	0%	-14%[57.5 µM]	/	5%	-15%	0%	1%	-29%
COc1ccc(C(CC(=O)Nc2ncccc2C)N2Cc3ccccc3C2=O)cc1OC (stereo not drawn)	-0.5	9%&0%	i	1	3%	0%	11%&9%	-9%	7%&-9%
Cc1ccc(Nc2nnc(SCc3ccccc3)s2)cc1	0.7	-1%	-85%[inhibitor]	4	7%	?	-7%	-11%	10%
CCCC(CCC(=O)OC)(C(=O)OCC)c1csc(N)n1 (stereo not drawn)	-1.1	-5%	i	/	-2%	-8%	-11%	13%	1%
CCCN(CCC)Cc1c(C(=O)N/N=C/C(C)=C\c2ccco2)nnn1-c1nonc1N	-0.7	0%	-12%	-18	5%	-13%	3.5µM*	-21%	-30%
CCCNC(=O)c1ccc2c(c1)C1C3CCC(C3)C1C(c1ccccc1)N2 (stereo not drawn)	-4.3	-4%	8%[57.5 µM]	/	15%	-9%	?	0%	-21%
Cc1noc(C)c1CSc1nnc(-c2c[nH]c3ccccc23)n1-c1ccc(Cl)cc1	0.2	-11%	i	-9	3%	-4%	-7%	-4%	29%
Cc1cc2nc(SCCOC(=O)Nc3ccc(Cl)cc3)nc(C)c2cc1C	0.9	-4%	-5%[57.5 µM]	-2	-2%	-7%	0%	7%	2%
CCOc1cc(NC(=S)NCc2ccco2)c(OCC)cc1NC(=O)CC(C)C	0.3	-14%	-21%	-3	4%	-4%	13%	-3%	4%
COc1ccccc1Cn1nnc2c(=O)[nH]c(C3CCN(C(=O)c4ccc(F)cc4)CC3)nc21	-0.4	1%	i	-13	2%	-3%	8%	5%	-16%
CC(=O)Nc1ccc(NC(=O)C(C)OC(=O)/C=C/c2cnc3ccccc3n2)cc1 (stereo not drawn)	-1.5	2%	-4%	4	5%	-15%	2%	-9%	0%
CCOC(=O)CC[C@H](NC(=O)Cn1cnc2c(OCc3ccccc3)ncnc21)C(=O)OCC	-0.8	-4%	i	2	-14%	-10%	8%	-12%	-3%
COc1cc(O)c(CCC(=O)c2cc(OC)c(OC)c(OC)c2)c(OC)c1	0.1	?	-30%[inhibitor]	3	-6%	1%	16%	-27%	-21%
CCOC(=O)C1=C(C)Nc2nnnn2C1c1ccc(OC)c(Br)c1 (stereo not drawn)	1.3	1%	-62%[inhibitor]	13	-7%	5%	?	-1%	-16%
CCOc1ccccc1C1N(c2ccc(F)cc2)C(=O)C2CCCN21 (stereo not drawn)	-2.0	-6%	i	-7	4%	-8%	4%	1%	-9%
CCOc1ccccc1C(=O)N1CCN=C1SC	2.5	-8%	i	4	-6%	-8%	0%	27%	0%
CNCCCOc1cccc(Oc2ccccc2)c1	-3.2	11%	i	4	-4%	-2%	?	-9%	-1%
CC(=O)c1cccc(NS(=O)(=O)c2ccc(N/C=C\C(=O)c3ccc(F)cc3)cc2)c1	-0.6	9%	-40%[inhibitor][57.5 µM]	1	9%	-5%	?	-16%	2%
Cc1cc(C)nc(N2CCCC(C(=O)NCCc3cccc(F)c3)C2)n1 (stereo not drawn)	0.0	-8%	-5%[57.5 µM]	/	-5%	-1%	0%	17%	-11%
CCCCNC(=S)NNC(=O)c1csc(CC)c1	-1.0	6%	-13%	1	3%	-12%	-15%	6%	-8%
C/C(=N\NS(=O)(=O)c1ccccc1)c1ccccc1	1.0	5%	i	2	-4%	-8%	8%	-12%	3%
Cc1cccc(NC(=O)CSCC(=O)N=c2sccn2C)c1	-0.2	0%	i	-1	7%	1%	-3%	-8%	16%
COC(=O)CSc1nc(-c2ccccc2)cc(-c2ccco2)c1C#N	-1.0	-7%	-29%	/	16%	-9%	-3%	-2%	2%
COc1ccc(S(=O)(=O)NCCSC(C)(C)C)cc1Cl	-1.6	25%	-22%[57.5 µM]	/	13%	4%	0%	-5%	-14%
Cc1ccc2c(c1)C=CC(C)N2C(=O)c1ccccc1 (stereo not drawn)	-2.3	11%	-25%	-5	-6%	-1%	?	12%	-9%
O=C(Nc1ccccc1N1CCCC1)c1ccc2c(c1)OCO2	2.4	-8%	-5%[57.5 µM]	1	10%	-15%	?	-13%	0%
CCOC(=O)c1sc(NC(=O)/C=C/c2cnn(C)c2C)c(C(=O)OC(C)C)c1C	-2.1	24%	-40%[inhibitor][57.5 µM]	/	10%	-1%	20%	8%	11%
O=c1c(Cc2c(F)cccc2Cl)c(O)ccn1CC1CCCO1 (stereo not drawn)	0.3	6%	i	2	0%	-2%	1%	0%	-8%
CCCNC(=O)c1nn2c(C(F)(F)F)cc(-c3ccccc3)nc2c1Cl	-0.7	-1%	i	8	0%	-2%	-10%	-20%	11%
O=C(NCc1cccc(F)c1)C1CCC(=O)N(C2CC2)C1 (stereo not drawn)	-1.9	3%	i	-4	8%	-5%	11%	-2%	4%
Cc1cccc(C(=O)OCc2cncs2)c1	-2.4	24%	i	0	-2%	6%	7%	16%	-2%
N/C(=N\OC(=O)c1ccc(Cl)cc1Cl)c1ccccn1	2.2	-5%	-38%	-11	-1%	?	5.6µM*	-6%	-1%
COc1ccccc1Nc1ccc(S(=O)(=O)N2CCCCC2)cc1[N+](=O)[O-]	-0.1	4%	-5%	9	13%	-9%	-3%	-19%	63%[activator]
C=CCOC(=O)C1=C[C@H](c2ccc(Br)cc2)[C@@H](CCCO)[C@H](OCC)O1	-0.2	-1%	i	2	-17%	5%	?	-3%	-25%
Cc1nn(C(=O)c2cccs2)c(C)c1CN1C(=O)c2ccccc2C1=O	-1.0	1%	6%[57.5 µM]	/	10%	4%	1%	6%	4%
O=C1/C(=C/c2cccc(F)c2)Oc2cc(O)ccc21	0.5	2%	-34%[inhibitor]	-28	-31%[inhibitor]	?	47%[activator]	?	123%[activator]
O=C(CCOc1ccccc1)Nc1ccnn1C1CCN(C(=O)CCC(F)(F)F)CC1	-1.4	-1%	i	-6	-1%	-8%	-6%	-8%	-5%
O=C(N/N=C1\CCCc2ccccc21)c1cccc(Br)c1	-1.1	20%	-3%	1	8%	-2%	?	-24%	-15%
Cc1ccc(-c2ccc(/C=N/O)o2)cc1[N+](=O)[O-]	-1.5	10%	-42%[inhibitor]	3	-6%	3%	133%[activator]	1%	6%
O=C(Nc1ccc2[nH]c(=O)[nH]c2c1)c1ccc(Br)o1	2.6	11%	i	-1	-3%	0%	67%[activator]	19%	7%
O=C(Nc1ccc(F)c(Cl)c1)c1ccccc1	-0.5	-4%	-45%[inhibitor]	-2	-11%	0%	12%	-7%	-2%

Bioassay records deposited in PubChem by National Center for Advancing Translational Sciences (NCATS).

This is a subset; the hit share may differ from the screen's.
